Screening data (PubChem BioAssay)
VEEV TC-83 Vero: inhibitors of VEEV TC-83 cytopathic effect, confirmation, Vero cells (AID 588727). inhibition, % at 20 µM; hits with a dose series show IC50 in µM. Vero cells, VEEV TC-83 cytopathic effect inhibition; higher % means a stronger effect. 0.13% of 350,000 active; in the data active = a potency from the dose series; inconclusive = inhibition mostly from about 14% at the one dose, without a potency; inactive = the rest, 99 in 100 with inhibition below about 12%; note: strong numbers were not always called active
M. tuberculosis: growth inhibition of non-replicating M. tuberculosis (AID 488890); Mycobacterium tuberculosis non-replicating, growth inhibition; higher % means a stronger effect; inhibition, % at 25 µM, or IC50 in µM where a hit was titrated; 0.39% of 320,000 active; in the data active = a potency from the dose series; inconclusive = inhibition mostly from about 82% at the one dose, without a potency; inactive = the rest, 99 in 100 with inhibition below about 76%;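 note: plate controls were DMSO cells for no effect and high antibiotic wells for full effect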
influenza NS1A: NS1A inhibition, H1N1 influenza, cell based functional assay (AID 504329). NS1A functional cell-based assay, percent inhibition; higher % means a stronger effect. one-dose inhibition, % at 12.5 µM; IC50 in µM for titrated hits. 0.3% of 340,000 active; in the data active = a potency from the dose series; inconclusive = inhibition above about 27% without an active follow-up result; note: strong numbers were not always called active
Salmonella PhoP GFP: Inhibition of PhoP regulon, Salmonella typhi GFP reporter cells, confirmation, 4 h (AID 1850); Salmonella Typhi PhoP-promoter GFP reporter, fluorescence, 4 h; higher % means a stronger effect; one-dose inhibition, % at 50 µM; IC50 in µM for titrated hits; 0.33% of 310,000 active; in the data active = a potency from the dose series; inconclusive = inhibition mostly from about 25% at the one dose, without a potency; inactive = the rest, 99 in 100 with inhibition below about 19%;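 note: 0% = induced wells with vehicle and 100% = uninduced wells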
H37Rv inhibition: M. tuberculosis growth inhibition, HTS (AID 449762); M. tuberculosis H37Rv growth inhibition, 7H9 media; higher % means a stronger effect; inhibition, % at 25 µM, or IC50 in µM where a hit was titrated; 0.59% of 330,000 active; in the data active = a potency from the dose series; inconclusive = inhibition above about 70% without an active follow-up result;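 note: bacterial growth assessed after seven days of incubation; strong numbers were not always called active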
VEEV TC-83 Vero 10K pilot screen: further read-out of VEEV TC-83 Vero, marked with its call; inhibition, %; measured here: 10K pilot screen inhibition
Active calls of the source: *; i = inactive; ? = inconclusive; . = no result given; & = joins results of further samples.

SMILES	VEEV TC-83 Vero	M. tuberculosis	influenza NS1A	Salmonella PhoP GFP	H37Rv inhibition	others
Cc1ccc(S(=O)(=O)N(CC(=O)NCCSc2ccccn2)c2ccccc2F)cc1	10%	3%	-1%	4%	2%
CC(=O)c1cc2c(cc1NC(=O)CSc1nnc(C)s1)OCO2	1.0%	-3%	-12%	-4%	47%
Cc1ccc(S(=O)(=O)N2CCCCC2)cc1NC(=O)CNC(C)c1ccc(Cl)c(Cl)c1 (stereo not drawn)	3.6%	1%	1%	.	10%
COc1ccc(CNC(=O)C/C(C)=N/NC(=O)C23CC4CC(CC(C4)C2)C3)cc1	2.4%	44%	-1%	0%	0%
COC(=O)c1c(NC(=O)c2ccc(C)c(S(=O)(=O)Nc3ccccc3C)c2)sc2c1CCCC2	i	8%	-3%	-7%	-15%
CC(C)Cc1ccc(CN2CCCC(NC(=O)c3cnc4ccccn4c3=O)C2)cc1 (stereo not drawn)	2.9%	49%	6%	4%	60%
CCN(CC)CCNC(=O)c1ccc(NC(=O)Cc2ccsc2)cc1	1.9%	-15%	-1%	-14%	-5%
Cc1noc(C)c1C(=O)N(CC(C)C)c1nc2ccccc2s1	i	23%	2%	10%	19%
COc1cc(C)c(S(=O)(=O)N2CCCC2)cc1C(C)C	1.0%	10%	-1%	7%	11%
CC(C)(C)c1ccc(S(=O)(=O)N2CCN(CC(O)CN3CCOCC3)CC2)cc1 (stereo not drawn)	i	7%	-10%	.	-8%
O=c1[nH]nc(SCCS(=O)(=O)c2ccc(F)cc2)n1-c1ccc2c(c1)OCCO2	3.4%	47%	-25%	-3%	5%
Cn1c(=O)oc2cc(S(=O)(=O)N3CCc4ccccc4C3)ccc21	0.9%	-4%	-2%	-4%	-6%
CCCCC1=CC2=C(c3ccco3)C(=O)C(C)(OC(=O)c3ccc(OC)cc3)C(=O)C2=CN1CCCN(CC)CC (stereo not drawn)	0.3%	14%	5%	-5%	-8%	VEEV TC-83 Vero 10K pilot screen=1.2
C=CCC(CC)C(=O)NC(=O)N1CCCc2ccccc21 (stereo not drawn)	0.8%	-8%	-22%	-1%	-3%
CC(C)Nc1nc(NC2CCCC2)nc(N2CCOCC2)n1	9.6%	.	5%	.	.
O=C(c1cn(-c2ccccc2)nc1-c1cccs1)N1CCN(c2ccc(F)cc2)CC1	4.6%	-4%	15%	1%	24%
Cc1ccccc1NC(=O)NCCCN1CCN(c2ccccc2)CC1	0.0%	5%	7%	-7%	-10%
COc1cc(/C=C(\C#N)C(=O)Nc2cccnc2)ccc1OC(C)C	0.3%	11%	0%	-6%	-2%
CCc1ccccc1N(CC(=O)NC1CCCCC1)C(=O)CCCC(=O)Nc1ccccn1	1.1%	2%	-3%	10%	-12%
Cc1ccc(C(=O)NC(=S)/C=C2\N(C)c3ccccc3C2(C)C)cc1	i	34%	5%	-4%	?
Cc1ccc(N2C(=O)CCC(C(=O)O)C2c2cccs2)cc1 (stereo not drawn)	0.5%	-9%	3%	-10%	0%
CCN(CC)CCCNc1ccc2ncn3c4ccc(O)cc4c(=O)c1c23	i	.	18%	.	.
O=C(CN1CCOCC1)Nc1ccccc1Sc1ccccc1	0.2%	10%	-1%	-7%	2%
CN1C(=O)[C@@H]2[C@@H]3C[C@@H]([C@H]4ON=C(c5ccc(Cl)cc5Cl)[C@@H]34)[C@@H]2C1=O	1.8%	-10%	5%	7%	2%
COc1cc2[nH]c(=O)n(CCC(=O)NCCCN3CCN(c4ccccc4F)CC3)c(=O)c2cc1OC	1.0%	6%	-1%	12%	3%
CCC(=O)Nc1nc2ccccc2n1Cc1ccc(C)cc1	i	i	-17%	-2%	?
CCC(C(=O)NC(C)(C)C)N(Cc1ccc(F)cc1)C(=O)c1snc(C(N)=O)c1N (stereo not drawn)	i	4%	-21%	4%	4%
CC1=C(C)CC2C(=O)N(Cc3ccccc3)C(=O)C2C1 (stereo not drawn)	1.0%	6%	8%	-11%	-3%
CCOc1ccc(C(=O)Nc2nncs2)cc1OCC	0.1%	3%	2%	-9%	-7%
COC(=O)Nc1ccc2c(c1)N(C(=O)CCN1CCN3CCCC3C1)c1ccccc1CC2 (stereo not drawn)	0.0%	-8%&-13%	-2%&7%	3%&6%	-3%&7%
CC1CCCCN1CCNC(=O)C1CCN(S(=O)(=O)c2cccc3cccnc23)CC1 (stereo not drawn)	1.3%	13%	1%	3%	2%
COc1cccc(CNC(=O)C2CSC3(C)CCC(=O)N23)c1 (stereo not drawn)	4.9%	2%	-4%	-3%	-18%
CC(=O)c1cccc(S(=O)(=O)N2CCCC(c3nc4c(nnn4Cc4cccc(Cl)c4)c(=O)[nH]3)C2)c1 (stereo not drawn)	6.8%	19%	6%	5%	-13%
COc1ccc2ccccc2c1CN(C)Cc1ccccc1	i	31%	3%	-4%	2%
CCc1ccccc1NC(=O)c1ccc(S(=O)(=O)NCC2CCCO2)cc1 (stereo not drawn)	0.2%	-2%	13%	-7%	-11%
CCOC(=O)C1CCN(CC(O)COc2ccc(C(C)(C)CC)cc2)CC1 (stereo not drawn)	1.6%	?	25%	1%	23µM*
COC(=O)C(O)(c1ccc(N(C)C)cc1)C(F)(F)F (stereo not drawn)	0.5%	5%	6%	-3%	-2%
O=C(COc1ccc(Cl)cc1Cl)NN=C1CCCCC1	i	-18%	-1%	-3%	1%
Cc1ccc(S(=O)(=O)N2CCN(C(C)C(=O)NCC(C)c3ccccc3)CC2)cc1 (stereo not drawn)	5.7%	30%	-4%	.	4%
O=C(NNc1nc2cc3c(cc2s1)OCCO3)c1ccccc1	1.2%	i	3%	-7%	4%
O=C1c2ccccc2S(=O)(=O)c2cc(C(=O)N3CCN(c4c(Cl)cncc4Cl)CC3)ccc21	4.7%	44%	6%	-9%	32µM*
COc1cccc2cc(C(=O)NCc3ccc(C)cc3)c(=N)oc12	4.2%	?	-6%	-8%	10%
COc1ccc(NC(=O)c2ccc3c(c2)C(=O)N(CC2CCCO2)C3=O)c(OC)c1 (stereo not drawn)	i	-13%	7%	15%	25%
CCc1ccc(NC(=O)NC(C)c2ccc3c(c2)OCO3)cc1 (stereo not drawn)	2.2%	5%	-8%	-5%	1%
Cc1ccc(C)c(N2CCN(S(=O)(=O)c3c(C(=O)N4CCCCC4)c(C)n(C)c3C)CC2)c1	6.2%	9%	5%	-3%	1%
O=C(O)c1cc(N/N=C/c2ccc(OCc3ccccc3)cc2)ccc1Cl	1.0%	28%	10%	17%	0%
CCN1CCCC1CNC(=O)c1cc([N+](=O)[O-])c(N(C)C)cc1OC (stereo not drawn)	0.2%	-10%	-3%	8%	-1%
Cc1ccccc1C(=O)NNC(=O)C1CCN(c2ncccn2)CC1	1.3%	-13%	4%	-29%	13%
COC(=O)COc1ccc(S(=O)(=O)N2CCN(c3ccccc3)CC2)cc1	0.9%	6%	-6%	-9%	0%
COc1ccc(NC(=O)c2ccccc2C)c(OC)c1	0.3%	0%	20%	0%	4%
CC(C)OC(=O)CSc1ncnc2c1cnn2Cc1ccccc1	i	?	-2%	-4%	?
Cc1cccc(-c2noc(CCCC(=O)N3CCOCC3)n2)c1	i	16%	-3%	-15%	-7%
Cn1cc(CN2CCN(c3ncccn3)CC2)c(-c2cccc(Cl)c2)n1	4.0%	25%	1%	17%	6%
Cc1cccc(N2CCN(C(=O)/C=C/c3cccs3)CC2)c1C	0.2%	?	-3%	-4%	31%
CC(C)(C)n1nc2c(c1NC(=O)Cc1cccs1)CSC2	.	.	.	26%	2%
O=S(=O)(c1ccc(F)cc1)N1CC=C(c2ccccc2)CC1	i	-7%	.	1%	-1%
CCC(=O)N1CCN=C1SCc1cccc(C(F)(F)F)c1	3.1%	9%	0%	4%	4%
CCCSC1=C(C#N)C(c2ccccc2C)CC(=O)N1 (stereo not drawn)	i	5%	-1%	9%	-15%
COc1cc(C)c(NC(=O)c2cc(C3CC3)nc3c2cnn3C(C)C)cc1OC	9.1%	11%	-11%	.	-5%
COc1cc(OC)nc(Oc2ccccc2C(=O)Oc2ccc(F)cc2Cl)n1	0.9%	21%	-4%	4%	8%

Continuation:
SMILES	VEEV TC-83 Vero	M. tuberculosis	influenza NS1A	Salmonella PhoP GFP	H37Rv inhibition	others
COc1ccc(N2C(=O)c3ccccc3NC2c2ccccc2O)cc1 (stereo not drawn)	0.7%	-3%	-5%	9%	1%
O=[N+]([O-])c1ccc2c(c1)OCCOCCOCCOCCOCCOCCO2	i	-13%	5%	-4%	-3%
O=C(CN1C(=O)C2C3CCC(C3)C2C1=O)Oc1ccc2ccccc2c1 (stereo not drawn)	1.0%	79%	4%	-9%	?
Cc1nc2ccccn2c1-c1ccnc(SCc2ccc(Cl)cc2)n1	1.7%	26%	-4%	-5%	1%
COC(=O)c1ccc(NC(=S)NC2c3ccccc3CC2O)cc1 (stereo not drawn)	3.1%	52%	.	1%	10%
Cc1ccc(NC(=O)CNc2ccc(OC(C)C)cc2)cc1	5.5%	4.1µM*	10%	4%	?
CCN(CC)CCN(Cc1cc2cc3c(cc2[nH]c1=O)OCCO3)C(=S)NCC1CCCO1 (stereo not drawn)	i	-4%	-1%	-10%	9%
CCCn1c(=O)c(C(=O)N/N=C/c2ccccc2F)c(O)c2ccccc21	1.7%	i	8%	0%	?
CC(C)(C)OC(=O)C[C@H]1C/C=C\C[C@@H](CC(=O)N(CCO)Cc2ccccc2)C(=O)N2CCC[C@@H]2COC1=O	0.1%	14%	6%	.	1%
COc1cc(CNC2CCCC2)cc(OC)c1	0.1%	-9%	1%	-24%	-3%
COc1ccc2oc(C(=O)OCC(=O)NCC3CCCO3)c(C)c2c1 (stereo not drawn)	3.3%	-16%	-13%	3%	-4%
COc1ccc(NC2c3ccccc3C(=O)N2Cc2ccc3c(c2)OCO3)cc1 (stereo not drawn)	5.3%	9%	5%	-9%	-5%
